MT stabilizer: microtubule stabilizers in HeLa cells; HeLa tubulin immunostaining HCS, 24 h; share of cells brighter than vehicle mean+2SD; % tubulin-high responders, % at 10 µM; actives 0.83% (n = 200,000); AID 2205;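 active = plate Z-score above 3 for both tubulin-high and condensed-nucleus cell shares, with cell loss under 80%, at 10 µM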;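 also: anti alpha tubulin signal scored within the nucleus-defined area of each cell; some results filed as inactive read as strong as hits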
WT yeast gro inh: growth inhibition of WT yeast, mitochondrial fusion screen; mitochondrial fusion phenotypic screen, WT strain; inhibition, % at 10 µM; actives 2.1% (n = 190,000); AID 1362; in the data active = inhibition above about 58%; tested in S. cerevisiae
ER stress rescue: rescue of cells from ER stress-induced death, primary screen, 384-well, CSM14.1, thapsigargin, ATP luminescence (AID 1222). CSM14.1 thapsigargin-induced death rescue, ATP luminescence; higher % means a stronger effect. one-dose cellular ATP content (survival), % at 20 µM; EC50 in µM for titrated hits. 190,000 tested, under 10 active;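 active = EC50 below 50 µM in the dose-response confirmation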;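 also: death triggered by thapsigargin at about 15 µM added after 2 h compound pretreatment; cell ATP read after overnight thapsigargin exposure of roughly 18 to 22 hours; normalized against plate controls of thapsigargin alone and 5% DMSO vehicle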
b-catenin transl: alters nuclear translocation of beta-catenin in HeLa cells; actives 0.3% (n = 190,000); immunofluorescence imaging; nuclear translocation activity, % at 5 µM;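 active = nuclear translocation activity above 50% at 5 µM, with a well cell count of 50 or more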;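 also: per-cell ratio of nuclear to cytoplasmic median beta-catenin stain intensity; plate controls were DMSO negative control for no effect and GSK-3 inhibitor IX positive control for full effect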
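Test system: HeLa cells, endogenous beta-catenin; Compound: single 5 µM dose plus 0.02–20 µM confirmation series; Times: compound exposure 24 h at 37°C; Signal: fluorescence imaging of beta-catenin antibody stain plus DAPI; Read-out: % activation, nuclear-to-cytoplasmic median beta-catenin signal ratio per cell.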
Autophagy mod: autophagy modulation, high-content screen. actives 0.98% (n = 190,000). AID 463193. calls only at 10 µM (by protocol). MEF GFP-LC3 puncta imaging; test concentration mostly 10 µM;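 active = percentage of spot-positive cells more than 3 SD above its plate mean, without a fluorescence outlier flag or 80% toxicity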;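 also: spot-positive cell cutoff set from DMSO-treated cells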
Dynein transport: blocks dynein driven cargo transport along microtubules; 3617.4 mouse cells, GR-EGFP nuclear translocation imaging; test concentration mostly 20 µM; stimulated with dexamethasone, 1 µM; stronger effect = lower value; z-score, hits read low; actives 0.47% (n = 220,000);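 active = plate z-score of nuclear minus cytoplasmic receptor signal below a set negative limit, without overly bright fluorescence or cell loss, cut at about -3.5 in these data, passing the limit was not always enough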;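 also: z-score of nuclear minus cytoplasmic ring GR-EGFP intensity difference per well; some compounds called inactive have numbers as strong as hits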
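Buffer or medium: tet-free, stripped-serum medium; reagent: dexamethasone at 1.0 µM final, 30 min; incubation: 48 h induction, 1 h compound, 30 min dex at 37 °C; measured by: formaldehyde fixation, Hoechst nuclear stain, 10x automated fluorescence imaging; read-out: nuclear-to-cytoplasmic GR-EGFP distribution per well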
XIAP antagonists: XIAP antagonists, biochemical, IAP family, fluorescence polarization (AID 1018); displacement, % at 20 µM; hits with a dose series show IC50 in µM; XIAP BIR domain, fluorescence polarization peptide displacement; higher % means a stronger effect; actives 0.007% (n = 200,000); in the data active = displacement above about 50%; also: a part of the inactive calls stands beside numbers as strong as those of hits
Insulin prom up: MIN6 insulin promoter up-regulation; MIN6 insulin promoter-GFP reporter, high-content imaging; stronger effect = higher value; z-score at 5 µM; actives 0.3% (n = 190,000);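 active = z-score above 3 at 5 µM with at least 500 cells counted in the well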
Lipid droplet: modulators of hepatic lipid droplet formation; actives 0.4% (n = 240,000); AML12 mouse hepatocytes, oleate lipid droplets, BODIPY imaging; inhibition, % at 6.5 µM;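 active = lipid droplet intensity inhibited by at least 50%, with more than 500 cells counted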
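Assay system: AML12 mouse liver cells | Compound: 6.5 µM single-point dosing | Schedule: Overnight exposure | Technique: Fluorescence imaging, 20x objective, two fields per well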
WT yeast gro inh mutant strain: second read-out of WT yeast gro inh, no call of its own (marks repeat the call); inhibition, %; mitochondrial fusion phenotypic screen, mutant strain inhibition
Dynein transport cytoplasmic EGFP: also measured in Dynein transport; calls as there; z-score; measured here: cytoplasmic GR-EGFP intensity; stronger effect = higher value
Dynein transport nuclear GR-EGFP: also measured in Dynein transport; calls as there; z-score; measured here: nuclear GR-EGFP intensity;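 lower value marks the stronger effect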
Dynein transport cell count: also measured in Dynein transport; calls as there; z-score; measured here: cell count per field
Insulin prom up cell count: further read-out of Insulin prom up, marked with its call; cell count; measured here: cytotoxicity, nuclei count;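 total cells summed across four imaged fields per well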
Lipid droplet cells 6.5 µM: second read-out of Lipid droplet, no call of its own (marks repeat the call); cell count; measured here: cell count, cytotoxicity flag;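 cells counted across two imaged fields per well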
b-catenin transl cell count 5 µM: second read-out of b-catenin transl, no call of its own (marks repeat the call); cell count; measured here: cell count, cytotoxicity flag
MT stabilizer Hoechst-high %: second read-out of MT stabilizer, no call of its own (marks repeat the call); % Hoechst-high responders; measured here: nuclear condensation Hoechst responders;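 share of cells brighter than vehicle mean plus two SD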
MT stabilizer cytotoxicity %: also measured in MT stabilizer; calls as there; toxicity, %; measured here: cytotoxicity by cell density;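 0% = mean cell density of plate MIN control wells and 100% = no cells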
Autophagy mod cell loss 18 h: further read-out of Autophagy mod, marked with its call; toxicity, %; measured here: cell loss, nuclei count;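 cell loss after 18 h compound exposure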
* = called active by the depositor. Compounds were not picked by outcome; about 4% have a hit in one of these screens.

`C=CCn1c(SCC(=O)Nc2ccc(C(=O)O)cc2)nnc1-c1cccnc1` gave b-catenin transl 1.7, Dynein transport -0.12, Insulin prom up -0.46, Lipid droplet 8, Dynein transport cytoplasmic EGFP -0.22, Dynein transport nuclear GR-EGFP 0.36, Dynein transport cell count 0.048, Insulin prom up cell count 1098, Lipid droplet cells 6.5 µM 719 and b-catenin transl cell count 5 µM 1296.
`CC(C)(C)C(=O)OCCNc1nc(-c2ccccc2)nc2ccccc12` gave MT stabilizer 1.6, WT yeast gro inh 46, ER stress rescue 0.1%, b-catenin transl -0.7, Autophagy mod inactive, Dynein transport -0.36, XIAP antagonists 0.9%, Insulin prom up -0.07, Lipid droplet -2, WT yeast gro inh mutant strain 13, Dynein transport cytoplasmic EGFP -0.22, Dynein transport nuclear GR-EGFP -0.28, Dynein transport cell count 0.62, Insulin prom up cell count 1421, Lipid droplet cells 6.5 µM 632, b-catenin transl cell count 5 µM 574, MT stabilizer Hoechst-high % 2.7, MT stabilizer cytotoxicity % 16 and Autophagy mod cell loss 18 h -18.
Screening S=C(NC1CC1)N1CCN(c2ccc(Cl)cc2)CC1 returned MT stabilizer 4.2, WT yeast gro inh 5, ER stress rescue -1.2%, b-catenin transl 0.3, Autophagy mod inactive, Dynein transport -0.36, XIAP antagonists -8.1%, Insulin prom up 0.39, Lipid droplet -1, WT yeast gro inh mutant strain 18, Dynein transport cytoplasmic EGFP 0.92, Dynein transport nuclear GR-EGFP 0.19, Dynein transport cell count 0.5, Insulin prom up cell count 1401, Lipid droplet cells 6.5 µM 740, b-catenin transl cell count 5 µM 975, MT stabilizer Hoechst-high % 2.1, MT stabilizer cytotoxicity % 7.1 and Autophagy mod cell loss 18 h 26.
Screening COCCNC(=S)N=Nc1c(O)[nH]c2ccc([N+](=O)[O-])cc12 returned b-catenin transl -3.1, Dynein transport -0.32, Insulin prom up 0.45, Lipid droplet 14, Dynein transport cytoplasmic EGFP -0.26, Dynein transport nuclear GR-EGFP -0.19, Dynein transport cell count 0.72, Insulin prom up cell count 1517, Lipid droplet cells 6.5 µM 767 and b-catenin transl cell count 5 µM 1077.
Screening CC12CCC(C(=O)Nc3cccc(NC(=O)C45CCC(C)(C(=O)O4)C5(C)C)n3)(OC1=O)C2(C)C returned MT stabilizer 1.2, WT yeast gro inh 3, ER stress rescue -0.8%, b-catenin transl 1.4, Autophagy mod inactive, Dynein transport 1.1, XIAP antagonists -1.0%, Insulin prom up -0.46, Lipid droplet 0, WT yeast gro inh mutant strain 4, Dynein transport cytoplasmic EGFP -0.31, Dynein transport nuclear GR-EGFP 0.37, Dynein transport cell count 1, Insulin prom up cell count 1259, Lipid droplet cells 6.5 µM 761, b-catenin transl cell count 5 µM 1058, MT stabilizer Hoechst-high % 1.3, MT stabilizer cytotoxicity % 5.1 and Autophagy mod cell loss 18 h 5.
Screening O=c1c(C=NCc2cccnc2)c(C(F)(F)F)[nH]n1-c1nc2ccccc2s1 returned MT stabilizer 1.8, WT yeast gro inh 9, ER stress rescue -2.8%, b-catenin transl -0.2, Autophagy mod inactive, Dynein transport 1.4, XIAP antagonists -3.6%, Insulin prom up 0.92, Lipid droplet -8, WT yeast gro inh mutant strain 3, Dynein transport cytoplasmic EGFP 0.0038, Dynein transport nuclear GR-EGFP 1.4, Dynein transport cell count -2.3, Insulin prom up cell count 1503, Lipid droplet cells 6.5 µM 612, b-catenin transl cell count 5 µM 1479, MT stabilizer Hoechst-high % 1.2, MT stabilizer cytotoxicity % 4.7 and Autophagy mod cell loss 18 h 3.
Screening O=C(O)c1cnc(N2CCOCC2)nc1 returned MT stabilizer 3.1, WT yeast gro inh 13, ER stress rescue -1.1%, b-catenin transl -2.1, Autophagy mod inactive, Dynein transport 0.12, XIAP antagonists -7.7%, Insulin prom up -0.01, Lipid droplet 1, WT yeast gro inh mutant strain -6, Dynein transport cytoplasmic EGFP -0.38, Dynein transport nuclear GR-EGFP 0.48, Dynein transport cell count 0.69, Insulin prom up cell count 1286, Lipid droplet cells 6.5 µM 657, b-catenin transl cell count 5 µM 1171, MT stabilizer Hoechst-high % 1.1, MT stabilizer cytotoxicity % 21 and Autophagy mod cell loss 18 h 24.
Screening CCCOc1cccc(-c2cc(C(=O)NN)c3ccccc3n2)c1 returned MT stabilizer 3.1, WT yeast gro inh 20, ER stress rescue -9.9%, Autophagy mod inactive, Dynein transport 1.8, XIAP antagonists -7.5%, Insulin prom up 0.18, Lipid droplet 0, WT yeast gro inh mutant strain 2, Dynein transport cytoplasmic EGFP -0.19, Dynein transport nuclear GR-EGFP 0.62, Dynein transport cell count -0.99, Insulin prom up cell count 1241, Lipid droplet cells 6.5 µM 736, MT stabilizer Hoechst-high % 1.7, MT stabilizer cytotoxicity % 0.9 and Autophagy mod cell loss 18 h 11.
Fc1cccc(F)c1/C=N/N1CCOCC1 was read as MT stabilizer 2.0, WT yeast gro inh 11, ER stress rescue 0.4%, b-catenin transl -1.2, Autophagy mod inactive, Dynein transport 0.94, XIAP antagonists -5.9%, Insulin prom up -0.65, Lipid droplet -4, WT yeast gro inh mutant strain -2, Dynein transport cytoplasmic EGFP -0.32, Dynein transport nuclear GR-EGFP 0.82, Dynein transport cell count -0.84, Insulin prom up cell count 1263, Lipid droplet cells 6.5 µM 734, b-catenin transl cell count 5 µM 1130, MT stabilizer Hoechst-high % 1.8, MT stabilizer cytotoxicity % 0.9 and Autophagy mod cell loss 18 h 4.
For N#CCSc1nc2c(c(=O)n1Cc1ccco1)C1(CCCC1)Cc1ccccc1-2 the results were MT stabilizer 3.9, ER stress rescue -0.1%, b-catenin transl -2.8, Autophagy mod inactive, Dynein transport -0.91, XIAP antagonists -0.9%, Insulin prom up -0.77, Dynein transport cytoplasmic EGFP -0.2, Dynein transport nuclear GR-EGFP -1, Dynein transport cell count 1.2, Insulin prom up cell count 1537, b-catenin transl cell count 5 µM 999, MT stabilizer Hoechst-high % 3.7, MT stabilizer cytotoxicity % 8.7 and Autophagy mod cell loss 18 h 12.
O=C1C(Br)=Cc2cccc3cccc1c23 was read as b-catenin transl 2.3, Dynein transport 0.67, Insulin prom up 0.67, Lipid droplet 6, Dynein transport cytoplasmic EGFP -0.76, Dynein transport nuclear GR-EGFP 0.57, Dynein transport cell count -0.76, Insulin prom up cell count 1029, Lipid droplet cells 6.5 µM 807 and b-catenin transl cell count 5 µM 1289.
OC(CN1C2=NCCCN2c2ccccc21)c1ccc2c(c1)OCO2 (stereo not drawn) was read as MT stabilizer 5.1, WT yeast gro inh 6, ER stress rescue -3.2%, b-catenin transl -2.3, Autophagy mod inactive, Dynein transport -0.29, XIAP antagonists -8.2%, Insulin prom up 1.6, WT yeast gro inh mutant strain 0, Dynein transport cytoplasmic EGFP -0.18, Dynein transport nuclear GR-EGFP 0.053, Dynein transport cell count 0.22, Insulin prom up cell count 1072, b-catenin transl cell count 5 µM 873, MT stabilizer Hoechst-high % 2.8, MT stabilizer cytotoxicity % 9.8 and Autophagy mod cell loss 18 h -8.
`COc1cc(OC)cc(C(=O)N[C@H](C(=O)OCC(=O)NC(=O)c2cccn2C)C(C)C)c1` gave MT stabilizer 2.3, WT yeast gro inh -3, ER stress rescue -0.4%, b-catenin transl -3.7, Autophagy mod inactive, Dynein transport 0.32, XIAP antagonists -4.7%, Insulin prom up 0.86, Lipid droplet -3, WT yeast gro inh mutant strain 25, Dynein transport cytoplasmic EGFP -0.26, Dynein transport nuclear GR-EGFP 0.11, Dynein transport cell count -0.54, Insulin prom up cell count 1288, Lipid droplet cells 6.5 µM 722, b-catenin transl cell count 5 µM 1129, MT stabilizer Hoechst-high % 3.4, MT stabilizer cytotoxicity % 3.7 and Autophagy mod cell loss 18 h 0.
Screening CNC(=S)N1CCN(c2ccccc2OC)CC1 returned MT stabilizer 2.5, WT yeast gro inh -2, ER stress rescue -0.1%, b-catenin transl -0.6, Autophagy mod inactive, Dynein transport 0.6, XIAP antagonists -14%, Insulin prom up -0.1, WT yeast gro inh mutant strain -16, Dynein transport cytoplasmic EGFP -0.18, Dynein transport nuclear GR-EGFP 0.29, Dynein transport cell count -0.64, Insulin prom up cell count 1676, b-catenin transl cell count 5 µM 1360, MT stabilizer Hoechst-high % 1.7, MT stabilizer cytotoxicity % 5.0 and Autophagy mod cell loss 18 h -3.
For C=CCNC(=O)COc1ccc(Br)cc1Cl the results were MT stabilizer 3.4, WT yeast gro inh 1, ER stress rescue -0.6%, b-catenin transl 2.1, Autophagy mod inactive, Dynein transport -0.36, XIAP antagonists -9.9%, Insulin prom up -0.32, WT yeast gro inh mutant strain -3, Dynein transport cytoplasmic EGFP -0.32, Dynein transport nuclear GR-EGFP 0.2, Dynein transport cell count 0.46, Insulin prom up cell count 1164, b-catenin transl cell count 5 µM 1150, MT stabilizer Hoechst-high % 1.2, MT stabilizer cytotoxicity % 4.6 and Autophagy mod cell loss 18 h 1.
CCn1cc(/C=C(/C#N)S(=O)(=O)c2ccccc2)cn1 was read as MT stabilizer 3.0, WT yeast gro inh 4, ER stress rescue -1.0%, b-catenin transl 0.1, Autophagy mod inactive, Dynein transport -0.45, XIAP antagonists -3.7%, Insulin prom up 0.83, Lipid droplet -26, WT yeast gro inh mutant strain -6, Dynein transport cytoplasmic EGFP -0.24, Dynein transport nuclear GR-EGFP -0.24, Dynein transport cell count 0.083, Insulin prom up cell count 1221, Lipid droplet cells 6.5 µM 714, b-catenin transl cell count 5 µM 792, MT stabilizer Hoechst-high % 3.2, MT stabilizer cytotoxicity % 3.7 and Autophagy mod cell loss 18 h -6.

From PubChem
